Screens: PubChem, National Center for Advancing Translational Sciences (NCATS)
EPAC1 ag = qHTS for Agonist of cAMP-regulated guanine nucleotide exchange factor 3 (EPAC1): primary screen; Rap guanine nucleotide exchange factor 3 (Homo sapiens), O95398; EPAC1 agonist qHTS, biochemical assay; response scale: 100% = response to 6.5 mM cAMP; Potency, µM (top dose mostly 154 µM), without a hit: top-dose activation, actives largely listed as activators; 360,000 tested, 0.073% active; also: potency is read from the fitted curve at half-maximal effect; nearly all actives have a fitted effect of over 60% in size
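Compounds were pinned as a concentration titration into mixtures of EPAC1 (100 nM), BODIPY-GDP-loaded Rap1B (250 nM) and GDP (50 uM). After 5 min at room temperature, fluorescence was followed for 30 min; activity was scaled to 6.5 mM cAMP.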
WRN helicase inh = qHTS for Inhibitors of WRN Helicase; 360,000 tested, 0.46% active; WRN helicase unwinding, fluorescent forked duplex, kinetic; Bifunctional 3'-5' exonuclease/ATP-dependent helicase WRN (Homo sapiens), Q14191; Potency, µM (titrated, usually from 114 µM), for inactives: at the top dose activity change, negative = inhibition, usual class: inhibitors; also: potency is read from the fitted curve at half-maximal effect; % is scaled to controls: 0 for no effect and ±100 for the full control effect; nearly all actives have a fitted effect of over 55% in size
Target sequence (Q14191 whole entry, looked up): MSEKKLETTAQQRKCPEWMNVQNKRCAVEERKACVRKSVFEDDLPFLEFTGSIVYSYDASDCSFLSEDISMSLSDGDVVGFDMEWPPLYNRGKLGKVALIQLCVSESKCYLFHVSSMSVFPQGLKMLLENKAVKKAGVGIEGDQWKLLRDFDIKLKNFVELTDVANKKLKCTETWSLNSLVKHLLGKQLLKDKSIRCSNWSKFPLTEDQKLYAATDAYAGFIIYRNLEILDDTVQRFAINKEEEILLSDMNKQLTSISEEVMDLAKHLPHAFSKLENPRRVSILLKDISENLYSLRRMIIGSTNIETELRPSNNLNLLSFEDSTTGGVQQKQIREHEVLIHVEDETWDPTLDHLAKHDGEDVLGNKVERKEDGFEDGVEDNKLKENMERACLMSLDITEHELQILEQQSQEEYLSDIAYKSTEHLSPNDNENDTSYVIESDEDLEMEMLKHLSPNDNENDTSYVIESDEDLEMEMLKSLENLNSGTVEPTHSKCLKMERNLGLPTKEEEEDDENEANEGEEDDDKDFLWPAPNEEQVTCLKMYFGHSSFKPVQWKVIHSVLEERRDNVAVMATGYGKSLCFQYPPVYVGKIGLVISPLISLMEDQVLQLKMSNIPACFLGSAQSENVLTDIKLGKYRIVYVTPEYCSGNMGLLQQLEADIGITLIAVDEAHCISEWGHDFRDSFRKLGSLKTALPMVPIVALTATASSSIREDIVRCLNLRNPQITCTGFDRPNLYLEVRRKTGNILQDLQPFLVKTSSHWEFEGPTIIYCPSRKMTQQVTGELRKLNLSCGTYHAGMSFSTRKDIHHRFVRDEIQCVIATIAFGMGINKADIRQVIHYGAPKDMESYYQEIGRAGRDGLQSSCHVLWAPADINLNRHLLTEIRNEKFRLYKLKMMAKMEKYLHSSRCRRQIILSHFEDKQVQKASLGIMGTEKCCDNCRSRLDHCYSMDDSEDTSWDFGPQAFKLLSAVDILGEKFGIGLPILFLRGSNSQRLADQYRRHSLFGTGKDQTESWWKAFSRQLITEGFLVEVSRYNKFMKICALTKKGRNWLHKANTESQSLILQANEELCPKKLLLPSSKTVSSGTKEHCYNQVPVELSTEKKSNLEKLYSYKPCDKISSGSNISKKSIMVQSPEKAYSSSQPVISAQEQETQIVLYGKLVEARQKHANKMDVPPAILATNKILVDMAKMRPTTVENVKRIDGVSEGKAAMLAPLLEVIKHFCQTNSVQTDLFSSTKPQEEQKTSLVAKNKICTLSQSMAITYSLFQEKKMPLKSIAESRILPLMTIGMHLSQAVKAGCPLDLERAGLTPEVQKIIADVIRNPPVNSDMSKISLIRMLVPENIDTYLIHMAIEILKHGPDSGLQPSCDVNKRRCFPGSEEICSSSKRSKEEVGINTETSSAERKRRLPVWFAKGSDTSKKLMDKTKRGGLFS
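WRN at 20 nM final was preincubated with compound for 15 min at room temperature; reaction started with 100 nM forked duplex oligonucleotide carrying fluorophore and quencher plus 2 mM ATP (final). Unwinding followed kinetically by red fluorescence (ex 525/em 598 nm).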
EPAC1 antagonist = qHTS for Antagonist of cAMP-regulated guanine nucleotide exchange factor 3 (EPAC1): primary screen; EPAC1 GEF assay, Rap1b-BODIPY-GDP exchange fluorescence; Potency, µM (top dose mostly 115 µM), for the others: top-dose activity change, negative = inhibition, usual class: inhibitors; Rap guanine nucleotide exchange factor 3 (Homo sapiens), O95398; 360,000 tested, 0.14% active;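 also: potency is read from the fitted curve at half-maximal effect; plate controls were vehicle for no effect and positive control for full effect; nearly all actives have a fitted effect of over 50% in size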
IL-2 act = qHTS of IL-2 Activators; IL-2 activation reporter assay, cell-based qHTS; stimulated with anti-CD3/CD4/CD28 beads; in transgenic mouse T cells; activation, % (series mostly up to about 46 µM); 360,000 tested, 0.065% active; AID 652025, 2013; in the data active = activation above about 50%; inconclusive = mostly about 30% to 49%; also: 0% is about no effect
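Using fluorescent plate cytometry, EGFP and DsRed are detected in transgenic mouse T cells stimulated 18 h at 37 degrees C with antibody-coated beads after 60 min compound pretreatment.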
PI5P4Ka inh = qHTS for Inhibitors of phosphatidylinositol 5-phosphate 4-kinase (PI5P4K). PI5P4Kalpha enzyme, ADP-Glo luminescence, 60 min; active compounds read low. max response, %. 330,000 tested, 1.2% active. AID 652105, 2013; active = max response of -50% or lower; inconclusive = between -30% and -50%; inactive = -30% or higher; also: value at the top dose of about 77 µM; % is scaled to controls: 0 for no effect and ±100 for the full control effect
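Single end-point luminescence (ADP-Glo) quantified ADP from PI5P4Kalpha turnover; ATP 5 microM final, 1 h at RT, 0.1% CHAPS and 0.28 mM EGTA in HEPES pH 7.4.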
PLK1 PBD block = qHTS for Inhibitors of PLK1-PDB (polo-like kinase 1 - polo-box domain): Primary Screen | Serine/threonine-protein kinase PLK1 (Homo sapiens), P53350 | Plk1 PBD binding of FITC phosphopeptide, fluorescence polarization | Potency, µM, for the others: max response, negative = inhibition, usual class: inhibitors | 360,000 tested, 2.8% active | AID 720504, 2013; also: potency is read from the fitted curve at half-maximal effect; series mostly up to about 57 µM; % is scaled to controls: 0 for no effect and ±100 for the full control effect; nearly all actives have a fitted effect of over 65% in size
CCT chaperon mod = High-Throughput Screening for Modulators of Cytosolic Chaperonin Activity. activity change, % (concentration not given with the values), hits read low. purified chaperonin ATPase assay, HTRF ADP detection, 30 min. 360,000 tested, 0.3% active; in the data active = activity change below about -30%; also: % is scaled to controls: 0 for no effect and ±100 for the full control effect
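We incubate TRiC, 40 or 20 nM final, with library compounds at 76 uM and 10 uM ATP for 30 min at 37 °C. ADP formed is detected with Transcreener HTRF reagents after 30 min at room temperature.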
EPAC2 agonist = qHTS for Agonist of cAMP-regulated guanine nucleotide exchange factor 4 (EPAC2): primary screen; Rap guanine nucleotide exchange factor 4 (Homo sapiens), Q8WZA2; EPAC2 activation, biochemical qHTS; response scale: 100% = 6.5 mM cAMP response; Potency, µM (top dose mostly 154 µM), for inactives: top-dose activation, actives largely listed as activators; 360,000 tested, 0.079% active; AID 720711, 2013; also: potency is read from the fitted curve at half-maximal effect; nearly all actives have a fitted effect of over 50% in size
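Each well held 100 nM EPAC2, 250 nM RAP1B-BODIPY-GDP and 50 uM GDP. Fluorescence, read at 5-min intervals to 30 min, was referenced to a 6.5 mM cAMP positive control.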
The depositor's hits bear a star; ? = inconclusive; . = not tested or not shown; & = joins results of further samples; [ ] = another dose, or the depositor's remark. Unless noted, calls follow the shape of the dose curve; as a rule, active = well fitted curve in the direction sought with a large enough effect; inconclusive = small, poorly fitted or top-dose-only effect, or another doubt; inactive = no such curve, though single readings can be large; an effect the other way counts as inactive or inconclusive. An excerpt; rates above refer to the full screens.

IL-2 act,CCT chaperon mod,EPAC2 agonist,PI5P4Ka inh,WRN helicase inh,EPAC1 ag,EPAC1 antagonist,PLK1 PBD block,Molecule
-4.3,-0.1,2%,-1,6%,-1%,17%,0%,Cc1nnc(SCC(=O)N2CCC(C(=O)Nc3nccs3)CC2)n1Cc1ccccc1
1.4,-0.3,0%,2,10%,2%,8%,-6%,CC(C)(C)Nc1nc(Oc2ccc(=O)[nH]n2)nc(N2CCOCC2)n1
-0.1,-1.9,-3%,-82*,?,-21%,?,?,Cc1ccc(C(=O)c2coc3cc([N+](=O)[O-])c(O)c([N+](=O)[O-])c23)cc1
-0.1,2.0,-5%,1,3%,-8%,7%,0%,CC(=O)C1=C(O)C(=O)N(c2ccc(C)cc2)C1c1ccccn1 (configuration not stated)
-3.0,-0.4,3%,-7,1%,1%,-1%,-7%,COc1ccc(OCCSc2nc(C)c(Cc3ccccc3)c(=O)[nH]2)cc1
3.0,1.6,4%,7,8%,-2%,-3%,3%,Cc1ccc(C(=O)N2CC(C)OC(C)C2)cc1S(=O)(=O)N1CCCCC1 (configuration not stated)
-0.6,1.2,4%,-4,7%,-12%,10%,2%,CC1(C)CC(=O)c2c(O)cc(OCC(=O)Nc3ccc(CCO)cc3)cc2O1
-3.5,2.7,9%,-1,-5%,9%,-12%,-1%,CCOC(=O)c1nc(C)sc1-c1ccnn1S(=O)(=O)c1ccc(Cl)cc1Cl
0.1&-1.0,1.2&2.3,6%&-6%,-100*,?,12%&-3%,-1%&15%,-20%&-17%,C/C(N)=C(/C#N)C(=O)CSc1nnc(Nc2c(C)cccc2C)s1
0.9,-1.3,0%,-7,-4%,9%,-8%,-11%,COc1ccccc1-c1ccc(=O)n(CC(=O)NC2CCc3ccccc32)n1 (configuration not stated)
-0.3,-4.2,8%,-3,1%,1%,0%,-5%,CCCc1nn(CCc2ccccn2)c(N)c1CC
-0.1,1.9,6%,7,9%,2%,12%,-4%,CC(C)(C)C(=O)COC(=O)c1cc2ccccc2cc1O
-2.2,0.6,6%,.,-8%,10%,-3%,-2%,Cc1ccc(N(CC(=O)Nc2ccc(C)cn2)S(=O)(=O)c2c(C)nn(C)c2C)cc1
0.9,3.3,10%,.,-16%,8%,0%,-3%,Cc1c(C(=O)NCc2cccs2)oc2ccccc12
0.2,-1.4,-6%,-3,-9%,9%,1%,9%,O=[N+]([O-])c1ccccc1N=Nc1c(O)[nH]c2ccc(F)cc12
0.5,-0.9,11%,35,-23%,24%,6%,-8%,c1ccc(CCc2ccccc2-c2nc(-c3cccnc3)no2)cc1
-0.5,-6.9,7%,-21,-7%,6%,13%,24µM*,CSc1ccccc1NC(=O)c1ccc([N+](=O)[O-])cc1
-0.5,-0.3,-20%,1,3%,0%,0%,?,CCOC(=O)c1sc(NC(C)=O)c(C(=O)OCC)c1C
0.2,-0.9,7%,6,3%,2%,12%,-11%,Cc1cc(C)cc(N(CC(=O)NC2CCCC2)S(=O)(=O)c2c(C)[nH]c(=O)[nH]c2=O)c1
-0.7,-3.4,1%,6,-30%,-5%,0%,-11%,O=C(Cn1cc([N+](=O)[O-])cn1)N1CCN(c2ccccc2)CC1
-4.1,0.0,19%,1,-4%,1%,-5%,-14%,COc1ccc(NC(=O)N(C)[C@H]2C[C@H]3c4[nH]c5ccc(-c6ccc(OC)cc6)cc5c4CCN3C[C@H]2[C@H](C)O)cc1
0.6,0.0,8%,2,-1%,11%,3%,-11%,O=S1(=O)C[C@H](N2CCN(CCO)CC2)[C@@H](COCc2ccccc2)N1
-3.8,-68*,-8%,3,-4%,-3%,17%,0%,COc1ccc2cc3cc(C(=O)NCc4cccnc4)oc3nc2c1
-0.5,1.3,4%,0,-11%[57.1 µM],-4%,-6%,-5%,O=C1NC(=O)C2(COC3(CCCC3)OC2)S1
-0.3,-4.8,8%,9,-1%,12%,11%,1%,CCOC(=O)CC1C(=O)NCCN1C1CCCC1 (configuration not stated)
1.6,0.8,10%,-5,-2%,-3%,9%,-10%,O=C(c1ccco1)N1C(=O)c2cccc3c(S(=O)(=O)N4CCCC4)ccc1c23
-0.2,3.0,0%,0,2%,-10%,-3%,-9%,CC(=O)NCCn1c(SCc2ccc(C)cc2)nc2ccccc2c1=O
-0.3,-4.6,7%,-1,-1%,5%,-7%,-9%,Nc1nc(SCc2ccc(Cl)cc2Cl)n[nH]1
0.0,-1.1,2%,-15,-11%,7%,-8%,-10%,O=C(CN1C(=O)NC(c2ccccc2)(c2ccccc2)C1=O)Nc1ccc2[nH]c(=O)[nH]c2c1
-2.6,0.1,7%,-9,6%,-5%,10%,-4%,Cc1ccccc1N1CCN(CCN2C(=O)CC(=C3c4ccccc4-c4ccccc43)C2=O)CC1
-2.6,-2.7,6%,-1,2%,-17%,-13%,27µM*,Cc1nn(-c2ccccn2)c2c1C(=O)CC(C)(C)C2Br (configuration not stated)
0.4,-10,2%,.,-1%[57.1 µM],-4%,8%,-2%,Cc1nnc(SCC(=O)N2c3ccccc3Sc3ccccc32)n1N
-3.3,-5.9,7%,.,2%,-1%,0%,-6%,COc1cc(CNCCc2ccccc2)ccc1OCc1ccc(Cl)nc1
0.4,1.5,2%,-2,4%,4%,-9%,-2%,CCNC(=O)C1(C)CCN(C(=O)c2ccc(C(F)(F)F)cc2)C1 (configuration not stated)
-0.3,-0.6,4%,1,3%,-2%,8%,0%,CCOC(=O)c1c(N=CN(C)C)c(C#N)n2c1CCC2
-0.6,-1.9,3%,2,-3%,3%,10%,-3%,CCCCn1c(N)c(N(C(=O)CSc2nncn2-c2ccccc2)C2CCCC2)c(=O)[nH]c1=O
0.0,-2.9,16%,0,3%[57.1 µM],7%,-8%,-12%,CN(C)c1ccc(NC(=O)CN2CCC(NC(=O)C3CCCCC3)CC2)cc1
1.6,0.7,3%,4,-7%,-23%,13%,-6%,C[C@H](CO)N1C[C@H](C)[C@@H](CN(C)S(C)(=O)=O)Oc2ccc(NC(=O)Nc3ccc4c(c3)OCO4)cc2C1=O
-0.6,0.3,12%,6,-5%,-9%,-16%,5%,COCc1cccc(-c2csc(C(C)(O)c3cccc(F)c3)n2)c1 (configuration not stated)
0.2,-0.9,6%,1,-9%,1%,0%,-11%,O=c1oc2cc([N+](=O)[O-])ccc2nc1/C=C(\O)c1cccc(Br)c1
0.2,-1.8,6%,-5,-4%,7%,1%,-17%,C=CCSc1nsc(NC(=O)Nc2ccc(F)cc2)n1
-0.6,1.6,3%,1,0%,-11%,-2%,-3%,CC(C)C[C@H](NC(=O)[C@@H]1Cc2c([nH]c3ccccc23)C2c3ccccc3C(=O)N21)C(=O)NCC1CCCO1 (some centres not stated)
1.8,0.6,-3%,7,-15%,-1%,-28%,0%,CCOC(=O)CSc1cc(CS(=O)c2ccc(Cl)cc2)nc(-c2ccccc2)n1 (configuration not stated)
1.5,-26,22%,-8,8%,9%,-13%,-17%,NC(CC(=O)O)c1cccc(OCc2ccccc2)c1 (configuration not stated)
0.4,-2.4,2%,-1,-16%,9%,-7%,-11%,NS(=O)(=O)c1ccc(CCNC(=O)CSc2ncnc3ccccc23)cc1
0.5,1.5,2%,8,13%,-3%,12%,-4%,C/C(=N\O)c1ccc2c(c1)CC(C)O2 (configuration not stated)
-3.6,-1.5,-5%,2,1%,0%,-17%,-6%,N#CCSc1nnc(-c2cnccn2)n1Cc1ccccc1
-2.0,0.4,5%,5,-13%,9%,-12%,-4%,CCOc1cccc(C(=O)Nc2ccc3ccccc3c2)c1
1.0,-7.0,22%,.,-15%,19%,1%,-8%,Oc1ccccc1-c1cc(-c2ccc3c(c2)OCCO3)n[nH]1
1.3,-1.0,1%,6,0%,-2%,6%,-5%,COc1cc(-c2nnc(SCC(=O)/C(C#N)=C(\C)N)o2)cc(OC)c1OC

A different layout for part of the listing above:
Compound	IL-2 act	CCT chaperon mod	EPAC2 agonist	PI5P4Ka inh	WRN helicase inh	EPAC1 ag	EPAC1 antagonist	PLK1 PBD block
CCOC(=O)CSc1cc(CS(=O)c2ccc(Cl)cc2)nc(-c2ccccc2)n1 (configuration not stated)	1.8	0.6	-3%	7	-15%	-1%	-28%	0%
Cc1ccccc1N1CCN(CCN2C(=O)CC(=C3c4ccccc4-c4ccccc43)C2=O)CC1	-2.6	0.1	7%	-9	6%	-5%	10%	-4%

A second format for two compounds above.
Order of results – IL-2 act	CCT chaperon mod	EPAC2 agonist	PI5P4Ka inh	WRN helicase inh	EPAC1 ag	EPAC1 antagonist	PLK1 PBD block
Oc1ccccc1-c1cc(-c2ccc3c(c2)OCCO3)n[nH]1
  1.0	-7.0	22%	.	-15%	19%	1%	-8%
O=c1oc2cc([N+](=O)[O-])ccc2nc1/C=C(\O)c1cccc(Br)c1
  0.2	-0.9	6%	1	-9%	1%	0%	-11%

Next section:
IL-2 act,CCT chaperon mod,EPAC2 agonist,PI5P4Ka inh,WRN helicase inh,EPAC1 ag,EPAC1 antagonist,PLK1 PBD block,Molecule
0.0,0.2,-46%[inhibitor][15.6 µM],18,-7%,6%,-3%,1%,Cc1ccc(CNC(=O)C2CC(=O)N(c3ccc(OCC(=O)N4CCCC4)cc3)C2)cc1 (configuration not stated)
1.2,-0.9,16%,0,6%,7%,-3%,-8%,CN1CCN(Cc2nc3ccccc3c(=O)n2CC#N)CC1
2.2,-3.9,0%,.,3%,4%,13%,-8%,COC(=O)Nc1ccc(OCc2ccccc2)cc1
-0.7,6.0,9%,.,-13%,3%,11%,-5%,CCCCn1c(Oc2ccc(C(=O)OC)cc2)nc2c1c(=O)n(C)c(=O)n2C
